N370S GC mod: N370S glucocerebrosidase modulation, Gaucher chaperone candidate; hit rate 0.092% among 330,000; AID 2101; P04062; N370S GC spleen homogenate, 4MU-glucoside fluorescence; Potency, µM (doses to about 59.4 µM), for the others: top-dose activity change, negative = inhibition, actives largely listed as inhibitors;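 also: 0% = full enzyme activity and -100% = no enzyme basal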
TDP1 inh: TDP1 (human) enzyme inhibition; Q9NUW8; recombinant TDP1, AlphaScreen DNA substrate cleavage; Potency, µM (titrated, usually from 130 µM), for inactives: at the highest dose activity change, negative = inhibition, hits mostly inhibitors; hit rate 0.28% among 350,000; also: nearly all actives have a fitted effect of over 40% in size
Target sequence (Q9NUW8 whole entry, looked up): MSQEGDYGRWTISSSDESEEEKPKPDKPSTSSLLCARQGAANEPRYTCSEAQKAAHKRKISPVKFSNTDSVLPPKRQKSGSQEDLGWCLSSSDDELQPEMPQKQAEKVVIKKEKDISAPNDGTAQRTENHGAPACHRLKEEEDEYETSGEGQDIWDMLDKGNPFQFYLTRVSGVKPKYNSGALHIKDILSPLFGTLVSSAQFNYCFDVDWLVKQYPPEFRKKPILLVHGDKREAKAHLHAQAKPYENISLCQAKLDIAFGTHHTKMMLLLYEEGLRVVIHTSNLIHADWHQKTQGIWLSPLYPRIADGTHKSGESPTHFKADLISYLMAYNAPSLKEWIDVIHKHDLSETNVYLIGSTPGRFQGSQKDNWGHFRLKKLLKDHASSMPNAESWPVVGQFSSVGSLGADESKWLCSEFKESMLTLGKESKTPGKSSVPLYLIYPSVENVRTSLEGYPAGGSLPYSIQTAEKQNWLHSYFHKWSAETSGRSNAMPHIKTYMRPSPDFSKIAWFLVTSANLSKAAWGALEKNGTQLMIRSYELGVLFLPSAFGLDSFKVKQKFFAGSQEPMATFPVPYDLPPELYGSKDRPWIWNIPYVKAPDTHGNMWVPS
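Signal: AlphaScreen proximity between streptavidin donor and anti-FITC acceptor beads on intact substrate. Reaction: Tdp1 1 nM, substrate 15 nM final, 5 min RT after 15 min compound preincubation.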
DT40 TDP1 no CPT: qHTS for Inhibitors of human tyrosyl-DNA phosphodiesterase 1 (TDP1): qHTS in cells in absence of CPT; DT40 Tdp1-/- hTDP1 cells, no CPT, ATP luminescence, 48 h; Potency, µM (titrated, usually from 46.2 µM), for inactives: at the top dose activity change, negative = growth inhibition, actives largely listed as inhibitors; hit rate 15% among 420,000; AID 686978, 2013; also: nearly all actives have a fitted effect of over 55% in size
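Cells were dispensed at 400 per well, compounds added by pin tool, plates incubated ≥48 hr at 37 °C, then CellTiter-Glo added for 30 min at room temperature before luminescence reading. Line: DT40 Tdp1-/- complemented with hTDP1; camptothecin omitted.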
An asterisk follows results filed as active; ? = inconclusive; nt = not tested or not shown; & = joins results of further samples; [ ] = dose if it differs, or a comment. Calls follow the shape of the dose curve; as a rule, active = well fitted curve in the direction sought with a large enough effect; inconclusive = small, poorly fitted or top-dose-only effect, or another doubt; inactive = no such curve, though single readings can be large; an effect the other way counts as inactive or inconclusive. Unless noted, % is scaled to controls: 0 for no effect and ±100 for the full control effect; potency is read from the fitted curve at half-maximal effect. An excerpt (hit frequency here may not be typical).

SMILES	N370S GC mod	TDP1 inh	DT40 TDP1 no CPT
COc1nnc(-c2ccc(N3CCOCC3)c(NC(=O)c3ccc(C)cc3)c2)c2ccccc12	3%	-5%	-8%
CC[C@@]12C(=O)N(c3cccc(F)c3)C(=O)N1[C@H](c1ccc(OC)cc1)[C@@H]1C(=O)N(C(C)(C)C)C(=O)[C@@H]12	-10%	-1%	?
CC1CCC2(CC1)N=C(c1ccccc1)C(=O)N2CC(=O)Nc1ccc(F)c(Cl)c1 (configuration not stated)	nt	-3%	?
C/C(=C\c1ccccc1)CN1CCC(C(=O)N2CCC(C)CC2)CC1	-12%	1%	?
O=C(Cn1cc(S(=O)(=O)Cc2cccc(Cl)c2)c2ccccc21)Nc1ccccc1C(F)(F)F	nt	0%	?
O=C(NCc1ccccn1)Nc1ccccc1Cl	-10%	1%	2%
CC(=O)c1ccc(-n2c(C)ccc2-c2ccccc2)cc1	12%	6%	-16%
O=C(Cc1ccc(S(=O)(=O)N2CCOCC2)s1)Nc1ccc(N2CCOCC2)cc1	-6%	5%	-10%
Cc1ccccc1OCC(=O)NCC(c1cccs1)N1CCOCC1 (configuration not stated)	-4%	-7%	?
COC(=O)c1cc(S(=O)(=O)NCCc2ccc(Cl)cc2)c[nH]1	-1%	nt	12µM*
COC(=O)c1cc(S(=O)(=O)Nc2cccc(-c3cnco3)c2)oc1C	-2%	nt	13%
CCC(=O)N1CCc2cc(S(=O)(=O)NC(Cc3ccccc3)C(=O)Nc3nccs3)ccc21 (configuration not stated)	7%	-3%	?
CCOc1ccc(CCNC(=O)c2c(C)oc3ncnc(N4CCOCC4)c23)cc1	nt	2%	-27%
COCCn1cnnc1SCC(=O)Nc1cc(C)on1	nt	0%	-11%
CNC(=O)[C@H](C)[C@@H]1C[C@@]1(C)[C@@H](NC(=O)OCc1ccccc1)c1ccccc1	7%&-3%	0%&3%	-25%
Cc1cccc(C(=O)N(Cc2ccc(C)o2)C2CCS(=O)(=O)C2)c1 (configuration not stated)	-2%	5%	12%
CCCc1oc(C(=O)O)cc1CN1CCOCC1	-7%	9%	2%
COc1ccc(OCCn2c(C)nc3cc(C)c(C)cc32)cc1	nt	6%	21µM*
N#C/C(=C\c1ccc(Cl)cc1Cl)c1n[nH]c(Cn2cncn2)n1	-28%	1%	-17%
O=C(NCCc1ccc(Cl)cc1)C(=O)c1c[nH]c2ccccc12	-9%	nt	?
CC(C)(C)C(=O)Nc1ccc(C(=O)N/N=C/c2ccccc2OC(=O)c2ccc(Cl)cc2)cc1	16%	3%	4.6µM*
O=C(COc1ccccc1)NCC(=O)Nc1cccc(S(=O)(=O)NC2=NCCC2)c1	-8%	-5%	-9%
CCC1=Nc2cc(C(=O)NCCN(CC)CC)ccc2Sc2ccccc21	nt	-2%[12.3 µM]	?
Cc1cccc(N)c1-c1c(C)cccc1N	15%	1%	1%
O=C(OCc1nc(-c2ccccc2Cl)no1)c1ccco1	nt	-5%	8%
Cc1ccc(-c2nc(Cn3c(SCc4ccc(F)cc4)nc4cccnc43)c(C)o2)cc1	nt	1%	0.82µM*
CCOC(=O)C1(CCOC)CCN(CC(C)Cc2ccc3c(c2)OCO3)CC1 (configuration not stated)	-7%	nt	-12%
O=C(COC(=O)/C=C/c1ccc(S(=O)(=O)N2CCOCC2)cc1)NC1CCCCCCC1	-6%	3%	-6%
CCCn1c(=O)c2[nH]cnc2n(-c2ccc(Cl)cc2)c1=O	4%	3%	-4%
CCN(C(=O)CSc1nc2ccccc2n1Cc1cc(C)ccc1C)c1ccccc1	nt	1%	23µM*
CCOc1ccc(S(=O)(=O)N2CCC(C(=O)N3CCN(c4ccccc4F)CC3)CC2)cc1C	-4%	-4%	29µM*
CCOC(=O)Cn1c(=NC(=O)CC)sc2c(C)cc(C)cc21	-3%	-1%	-6%
CCc1ccc(-n2nc3cc(C)c(NC(=O)c4ccccc4C)cc3n2)cc1	nt	-8%	8.2µM*
O=C(O)C(Cc1c[nH]c2ccccc12)NS(=O)(=O)c1ccc(Cl)cc1 (configuration not stated)	-1%	-7%	-2%
C#CCOC(=O)c1ccccc1C(=O)N(CC)CC	-5%	2%	-15%
CCCOc1cc(C)c(S(=O)(=O)NC2CC(C)(C)NC(C)(C)C2)cc1C	5%	3%	?
O=C1CC[C@@H](CN(Cc2ccccn2)Cc2nc(Cc3ccccc3)no2)N1	-6%	nt	-23%
Cc1ccc(C)c(S(=O)(=O)Nc2cc3c4c(c2)CCN4C(=O)CC3)c1	-4%	nt	?
COc1ccc([C@@H]2C[C@H](c3ccccc3)Oc3cc(OC)c(OC)c(OC)c32)cc1	19%	-1%	?
COc1ccc(NC(=O)c2ccc3c(c2)CCN3S(=O)(=O)c2ccc(C)cc2)cc1Cl	nt	0%	-13%
OCC1(Cc2ccc(Cl)cc2)CCN(Cc2ccc(Oc3ncccn3)cc2)CC1	-11%	1%	-19%
O=C1N=C(N2CCCC2)S/C1=C\c1ccccc1	12%	0%	-20%
Cc1ccc(C(C(=O)NC(C)(C)C)N(C(=O)c2csnn2)c2cccc(F)c2)o1 (configuration not stated)	0%	3%	-7%
C=CC[C@@H](CC(=O)N[C@H](CO)Cc1ccccc1)C(=O)N[C@@H](COC(=O)[C@@H](CC=C)Cc1ccc(F)cc1)Cc1c[nH]c2ccccc12	nt	1%	?
COc1ccc(S(=O)(=O)NNC(=O)C2CC(c3cccnc3)=NO2)cc1 (configuration not stated)	-4%	-1%	-2%
COC(=O)CN(c1ccc(C)cc1)S(=O)(=O)c1ccc2c(c1)n(C)c(=O)c(=O)n2C	4%	-11%	-6%
O=C(Cc1ccc(Cl)cc1Cl)NC1CCCCCC1	-2%	nt	?
N#C/C(=C(/O)CO/N=C/c1ccccc1Cl)c1nc2ccccc2[nH]1	2%	3%	-15%
O=S(=O)(Nc1cccc2cccnc12)c1ccc(Br)s1	-5%	20%	nt
COc1ccc(-c2nc3ccccc3n2Cc2ccccc2)cc1	27%	-2%	8.2µM*

Part of the list above in order of count of non-hydrogen atoms, smallest number first:
SMILES	N370S GC mod	TDP1 inh	DT40 TDP1 no CPT
O=C(Cc1ccc(Cl)cc1Cl)NC1CCCCCC1	-2%	nt	?
Cc1ccc(C(C(=O)NC(C)(C)C)N(C(=O)c2csnn2)c2cccc(F)c2)o1 (configuration not stated)	0%	3%	-7%
C=CC[C@@H](CC(=O)N[C@H](CO)Cc1ccccc1)C(=O)N[C@@H](COC(=O)[C@@H](CC=C)Cc1ccc(F)cc1)Cc1c[nH]c2ccccc12	nt	1%	?

New compounds follow.
SMILES	N370S GC mod	TDP1 inh	DT40 TDP1 no CPT
O=C(Nc1cccc(F)c1)NC1CCN(Cc2ccccc2)CC1	-3%	-3%	?
CCN(C(=O)CN1c2ccccc2CC1C)c1c(N)n(Cc2ccccc2)c(=O)[nH]c1=O (configuration not stated)	7%	0%	-9%
Oc1cccc(/C=N/N(Cc2ccccc2)c2ccccc2)c1	24%	8%	?
COc1ccc(CNC(=O)c2nn(-c3ccccc3)cc2OC)cc1	-13%	12%	?
CC(C)CCNC(=O)NC(=O)CSc1nnc2ccccn12	4%[2.35 µM]	0%	1%
CCN=C1SCC(=O)N1c1ccc(OC)cc1	3%	4%	11%
COC(=O)Cc1ccc(NC(=S)NCCCO)cc1	nt	-2%	-16%
CC1CCN(c2cc(N3CCOCC3)c(F)cc2[N+](=O)[O-])CC1	-21%	10%	?
N#C/C(=C\c1ccc(Cl)c([N+](=O)[O-])c1)c1ccccn1	12%	8%	21µM*
CC1CCCC(C)N1C(=O)COC(=O)C(Cc1ccccc1)NC(=O)c1cccs1 (configuration not stated)	4%	-3%	-1%
Cc1ccc(S(=O)(=O)c2ncccc2N)cc1	-17%	nt	3%
COc1ccc(C(=O)N2CCCC(c3nc(-c4ccc(OC)c(OC)c4)no3)C2)c(OC)c1 (configuration not stated)	0%	1%	?
COc1ccccc1C1CC(c2ccc(NS(C)(=O)=O)cc2)=NN1S(=O)(=O)c1ccccc1 (configuration not stated)	-7%	5%	-12%
COc1ccc(C(CC(=O)Nc2ccc(C)cc2)NC(=O)C(F)(F)F)cc1 (configuration not stated)	11%	2%	-2%
COc1ccc(NC(=O)CSCC(=O)N2CCCc3ccccc32)cc1	4%	nt	-7%
Cc1ccc2ccc(S(=O)(=O)n3nc(C)cc3C)cc2c1	14%	3%	-8%
CCCC(=O)N1CCN(c2ccc(NC(=O)c3ccccc3)cc2)CC1	17%	3%	?
CCN(CC)CCCN(Cc1cc2cc3c(cc2[nH]c1=O)OCO3)C(=S)Nc1ccccc1	-1%	3%	?
CCOC(=O)c1c(C)c(C#N)c2c3ccccc3ccn12	4%	3%	1%
Cc1ccc(N2C(=O)c3[nH]nc(-c4ccc(Cl)cc4)c3C2c2ccc(F)cc2)cc1 (configuration not stated)	nt	2%	21µM*
CCCNC(=O)CSc1ccc(S(=O)(=O)N2CCCCC2)cn1	-4%	5%	-8%
COc1ccccc1CNC(=O)c1ccc2nc(CCc3ccccc3)oc2c1	nt	-1%	-26%
COCCN(C(=O)CC1OC(=O)c2ccccc21)c1c(N)n(Cc2ccccc2)c(=O)[nH]c1=O (configuration not stated)	nt	-1%	-5%
O=C1C(Oc2ccccc2)C(c2cccs2)N1Cc1ccc2c(c1)OCO2 (configuration not stated)	-2%	-8%	-29%
COc1ccc(CCNC(=O)C2CCCN(S(C)(=O)=O)C2)cc1 (configuration not stated)	2%	nt	-10%
CCOc1ccc(S(=O)(=O)N(C)c2ccc(OCC(=O)NCC3CCCO3)cc2)cc1 (configuration not stated)	2%	-5%	-13%
O=S(=O)(Nc1ccc(C(F)(F)F)cc1)c1cnc[nH]1	1%	1%	23µM*
COc1ccc(-c2noc(CSc3nnc(CCc4ccccc4)n3-c3ccccc3)n2)cc1OC	24%	4%	16µM*
O=c1[nH]c(SCc2nc3ccccc3c(=O)n2-c2ccccc2C(F)(F)F)nc2ccccc12	21%	3%	?
COc1cc2c(cc1OC)C(c1ccc(SC)cc1)CC(=O)N2 (configuration not stated)	-22%	-17%	0%
COc1ccc(-c2nnc3ccc(SCC(=O)Nc4nccs4)nn23)cc1OC	8%	-3%	?
O=C(NCc1ccccc1Cl)c1ccc2c(=O)n(CC3CCCO3)c(=S)[nH]c2c1 (configuration not stated)	-1%	4%[0.0935 µM]	?
O=C(NCc1cccs1)c1cc(-c2ccccc2)nc2ccccc12	8%	0%	21µM*
Cc1ccc(S(=O)(=O)N2CCCCC2)cc1C(=O)NCCc1ccccc1	15%	4%	?
O=C(c1nc2ccc(Cl)cn2c1CN1CCC[C@H]1CO)N1CCCCCCC1	-16%	1%	15%
Cc1csc(OCc2ccc(C#N)cc2)n1	7%	-1%	3%
COc1ccc(OCC(=O)Nc2ccc3c(c2)nc(CCN2CCOCC2)n3C)cc1	0%	3%	-27%
CC(C)(C)C(=O)Nc1ccc(C(=O)NNC(=O)c2ccccc2)cc1	-5%	-3%	-8%
COCCN(CC(=O)Nc1cccc(C)c1C)C(=O)c1cc(-c2ccncc2)nc2ccccc12	nt	4%	?
COC(=O)c1sc2nc(CN3CCN(c4cccc(C(F)(F)F)c4)CC3)[nH]c(=O)c2c1C	4%	0%	-20%

By substructure: the compounds so far containing fluorine.
SMILES	N370S GC mod	TDP1 inh	DT40 TDP1 no CPT
CC[C@@]12C(=O)N(c3cccc(F)c3)C(=O)N1[C@H](c1ccc(OC)cc1)[C@@H]1C(=O)N(C(C)(C)C)C(=O)[C@@H]12	-10%	-1%	?
CC1CCC2(CC1)N=C(c1ccccc1)C(=O)N2CC(=O)Nc1ccc(F)c(Cl)c1 (configuration not stated)	nt	-3%	?
O=C(Cn1cc(S(=O)(=O)Cc2cccc(Cl)c2)c2ccccc21)Nc1ccccc1C(F)(F)F	nt	0%	?
Cc1ccc(-c2nc(Cn3c(SCc4ccc(F)cc4)nc4cccnc43)c(C)o2)cc1	nt	1%	0.82µM*
CCOc1ccc(S(=O)(=O)N2CCC(C(=O)N3CCN(c4ccccc4F)CC3)CC2)cc1C	-4%	-4%	29µM*
Cc1ccc(C(C(=O)NC(C)(C)C)N(C(=O)c2csnn2)c2cccc(F)c2)o1 (configuration not stated)	0%	3%	-7%
C=CC[C@@H](CC(=O)N[C@H](CO)Cc1ccccc1)C(=O)N[C@@H](COC(=O)[C@@H](CC=C)Cc1ccc(F)cc1)Cc1c[nH]c2ccccc12	nt	1%	?
O=C(Nc1cccc(F)c1)NC1CCN(Cc2ccccc2)CC1	-3%	-3%	?
CC1CCN(c2cc(N3CCOCC3)c(F)cc2[N+](=O)[O-])CC1	-21%	10%	?
COc1ccc(C(CC(=O)Nc2ccc(C)cc2)NC(=O)C(F)(F)F)cc1 (configuration not stated)	11%	2%	-2%
Cc1ccc(N2C(=O)c3[nH]nc(-c4ccc(Cl)cc4)c3C2c2ccc(F)cc2)cc1 (configuration not stated)	nt	2%	21µM*
O=S(=O)(Nc1ccc(C(F)(F)F)cc1)c1cnc[nH]1	1%	1%	23µM*
O=c1[nH]c(SCc2nc3ccccc3c(=O)n2-c2ccccc2C(F)(F)F)nc2ccccc12	21%	3%	?
COC(=O)c1sc2nc(CN3CCN(c4cccc(C(F)(F)F)c4)CC3)[nH]c(=O)c2c1C	4%	0%	-20%

Screening data from PubChem.
